OXTR ag: activates the human oxytocin receptor. CHO-OTR cells, Fluo-8 calcium fluorescence; normalized: DMSO 0%, oxytocin 100%. activation, % at 3 µM. 0.32% of 320,000 active. AID 2435. P30559;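 active = activation above the mean of all tested compounds plus 3 SD, cutoff set per screening run, cut at about 20% in these data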;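 note: peak over basal fluorescence ratio from a 100 s FLIPR kinetic read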
Target sequence (P30559 whole entry, looked up): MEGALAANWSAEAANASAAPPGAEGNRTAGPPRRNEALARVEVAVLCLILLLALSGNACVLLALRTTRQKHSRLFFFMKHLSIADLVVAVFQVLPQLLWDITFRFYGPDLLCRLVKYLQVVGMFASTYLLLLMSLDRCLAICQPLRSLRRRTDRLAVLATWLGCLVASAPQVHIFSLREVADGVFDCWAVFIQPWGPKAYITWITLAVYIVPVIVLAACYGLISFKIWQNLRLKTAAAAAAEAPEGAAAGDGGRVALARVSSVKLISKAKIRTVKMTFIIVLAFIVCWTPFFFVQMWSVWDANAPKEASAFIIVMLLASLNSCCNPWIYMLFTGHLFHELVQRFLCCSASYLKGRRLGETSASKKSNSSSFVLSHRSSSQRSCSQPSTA
PHOSPHO1 block: PHOSPHO1 (human) inhibition | Q8TCT1 | recombinant PHOSPHO1, absorbance phosphatase assay | inhibition, % at 13.3 µM | 1.1% of 290,000 active | AID 1565; in the data active = inhibition above about 60%
V1R ag counter: counter-screen for oxytocin receptor agonists: human V1a receptor agonists; P37288; CHO-V1R cells, Fluo-8 calcium fluorescence, agonist mode; 0% DMSO, 100% 3 nM vasopressin; activation, % at 3 µM; 0.25% of 320,000 active;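 active = activation above the mean activation of all tested compounds plus 3 SD, per screening run, cut at about 20% in these data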;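 note: signal is peak over basal fluorescence ratio across a 100 second FLIPR read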
Target sequence (P37288 whole entry, looked up): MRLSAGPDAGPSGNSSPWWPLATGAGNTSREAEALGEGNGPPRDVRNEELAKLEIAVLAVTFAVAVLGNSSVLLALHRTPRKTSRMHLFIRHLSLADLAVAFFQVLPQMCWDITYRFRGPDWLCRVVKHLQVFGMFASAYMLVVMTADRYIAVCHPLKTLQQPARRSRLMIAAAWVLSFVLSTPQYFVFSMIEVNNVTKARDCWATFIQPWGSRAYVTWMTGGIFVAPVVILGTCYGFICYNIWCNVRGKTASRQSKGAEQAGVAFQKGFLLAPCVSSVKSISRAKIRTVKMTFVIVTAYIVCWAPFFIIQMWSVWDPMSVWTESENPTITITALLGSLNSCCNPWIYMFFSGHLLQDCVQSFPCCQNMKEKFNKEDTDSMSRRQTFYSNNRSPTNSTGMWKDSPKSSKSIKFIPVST
GalR3 antag: blocks the human galanin receptor 3. O60755. HEK293 GalR3-CNG cAMP membrane potential fluorescence; galR3 body fused to GalR1 C-terminus. inhibition, % at 3 µM. 0.44% of 360,000 active;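 active = inhibition above the screen-wide average plus 3 SD, cut at about 13% in these data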;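 note: forskolin and galanin both at EC90 stimulate the cells; cAMP rise reported by CNG channel membrane potential dye signal; 0% = forskolin plus galanin with DMSO and 100% = forskolin alone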
Target sequence (O60755 1-299 limits assumed): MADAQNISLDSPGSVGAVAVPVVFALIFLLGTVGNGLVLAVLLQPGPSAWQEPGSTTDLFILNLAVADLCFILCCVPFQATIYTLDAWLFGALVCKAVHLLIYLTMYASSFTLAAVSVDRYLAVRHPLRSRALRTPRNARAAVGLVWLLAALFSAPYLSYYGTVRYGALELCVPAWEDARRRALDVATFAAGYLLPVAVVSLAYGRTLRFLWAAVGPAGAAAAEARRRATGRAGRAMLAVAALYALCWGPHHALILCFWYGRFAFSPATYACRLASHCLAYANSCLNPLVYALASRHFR
Numbers without * were called inactive; . = no result given. These rows are one share of the data, so the mix of outcomes need not match the whole.

SMILES	OXTR ag	PHOSPHO1 block	V1R ag counter	GalR3 antag
COC(C[C@H](O)C[C@@H](O)COCc1ccccc1)OC	.	26	.	-2
COC(C[C@@H]1O[C@@H]1[C@@H](O)[C@@H](C)OCc1ccccc1)OC	.	31	.	-3
COC(=O)c1cc(=O)c2ccc(OC)cc2o1	.	7	.	-6
COc1ccc(SCCN2CCN(C)CCC2=O)cc1	.	30	.	-2
COc1cc(C2C(C(=O)c3sc(C)nc3C)=C(O)C(=O)N2CCN(C)C)cc(OC)c1OC (centres undefined)	.	0	.	0
O=C(CCCC(=O)N1CCc2ccccc21)N1CCc2ccccc21	.	-5	.	1
CCCn1c(=O)c2ccccc2n2c(SCC(=O)c3cc(C)n(CCOC)c3C)nnc12	.	37	.	-3
COc1ccc([C@@H]2C[C@@H](c3ccccc3)Oc3cc(OC)cc(OC)c32)cc1	.	39	.	-3
COc1ccc(C2CC(O)(c3ccccc3)Oc3cc(OC)cc(OC)c32)cc1 (centres undefined)	.	16	.	-6
O=c1[nH]c2cc3c(cc2cc1C(c1nnnn1C1CCCC1)N1CCCc2ccccc21)OCCO3 (centres undefined)	.	-16	.	-2
COc1ccc(C2/C=C\CN(S(=O)(=O)c3ccc(-c4ccccc4)cc3)CC(=O)N2Cc2ccc(F)cc2)cc1 (centres undefined)	.	35	.	-2
COC(C[C@@H](O)C[C@H](O)[C@@H](C)OCc1ccccc1)OC	.	40	.	4
CCOC(=O)c1ccc(NC(=O)c2nc[nH]c2C(=O)N2CCN(C(=O)OC(C)(C)C)CC2)cc1	.	34	.	1
CCCCCCN(C(=O)CCCCCN1C(=O)NC(c2ccc(-c3ccccc3)cc2)C(C(=O)OCc2ccccc2)=C1C)C(C(=O)NCCCC)c1ccccn1 (centres undefined)	.	18	.	-5
Cc1ccc(SC[C@H](CC(C)C)N2CCN(C)CCC2=O)cc1	.	30	.	-6
NC(=O)CC(NC(=O)Cc1ccc(Br)cc1)c1ccc(NCCc2ccc(Cl)cc2)c([N+](=O)[O-])c1 (centres undefined)	.	-21	.	-7
COC(C[C@H]1O[C@@H]1[C@@H](O)COCc1ccccc1)OC	.	31	.	-2
Cc1noc(C)c1NC(=O)N(C)C[C@H]1Oc2ccc(NC(=O)Nc3ccc(C(F)(F)F)cc3)cc2C(=O)N([C@H](C)CO)C[C@@H]1C	1.6	.	1.9	-2
CCCCNc1ccc2oc(-c3ccc(OC)cc3)c(-c3ccc(OC)c(F)c3)c2c1	-0.1	.	-0.2	-4
Cc1cc(C(=O)OCC(=O)N2CCc3ccccc32)ccc1[N+](=O)[O-]	0.1	.	0.1	-5
COc1ccccc1NC(=O)c1sc2nc(C)cc(C)c2c1N	-0.9	.	-0.6	-5
O=C(O)CCN(CC(=O)c1ccc(Cl)cc1)S(=O)(=O)c1ccc([N+](=O)[O-])cc1	0.8	.	1.7	6
Cc1ccc(N2CC(C(=O)OCC(=O)c3ccc[nH]3)CC2=O)cc1 (centres undefined)	-0.6	.	-0.9	-2
O=c1c2ccccc2sc2ccc(C#CC3(O)CCCCC3)cc12	-1.1	.	-0.4	-6
COC(=O)C1CCN(C(=O)COC(=O)CNS(=O)(=O)c2ccc(SC)c([N+](=O)[O-])c2)CC1	0.8	.	2.8	3
CC(C)CN(C(=O)COC(=O)/C=C/c1ccccc1)C1CCS(=O)(=O)C1 (centres undefined)	0.4	.	1.7	-7
CC1=C(N2CCN(c3ncccn3)CC2)CCC1=O	1.1	.	1.2	-4
CN(Cc1ccc(CNC[C@H]2O[C@@H](n3cnc4c(N)ncnc43)[C@H](O)[C@@H]2O)o1)S(C)(=O)=O	1.9	.	1.2	-6
O=C(OCc1nc2ccsc2c(=O)[nH]1)c1ccc(Cl)s1	-0.7	.	-0.3	2
COc1ccccc1CNC(=O)COn1nnc2ccc(S(=O)(=O)N3CCOCC3)cc21	0.3	.	0.4	2
CCCCN(C(=O)CSCC(=O)Nc1ccc(C)cc1)c1c(N)n(Cc2ccccc2)c(=O)[nH]c1=O	-1.8	.	-1.1	-3
Cc1ccnc2nc(C(=O)OCC(=O)NC3CCC(C)CC3)nn12 (centres undefined)	-0.9	.	-0.2	-3
CCCCCN(C(=O)CCC(=O)OCCOc1ccccc1Cl)c1c(N)n(CCCC)c(=O)[nH]c1=O	0.5	.	1.9	-6
Cc1cc(NC(=O)CSCC(=O)N2CCN(c3cccc(C)c3C)CC2)no1	0.7	.	2.3	-4
NC(=O)c1cc[n+](CC(=O)NC(=O)Nc2ccccc2)cc1	0.6	.	0.8	-6
COc1ccc(NS(=O)(=O)c2ccc(NC(=O)c3ccccn3)cc2)cc1	9.8	.	8.5	-4
O=C(CN(Cc1ccco1)C(=O)c1cccc(F)c1)Nc1ccccc1C(F)(F)F	2.8	.	0.7	-4
CSc1nc(N)nc2c1ncn2CC(=O)N1CCN(Cc2c(C)cc(C)cc2C)CC1	9.8	.	9.3	-8
CCCCN(C(=O)Cc1ccc2c(c1)OCCO2)c1c(N)n(CCC)c(=O)[nH]c1=O	0.3	.	0.2	0
O=C(NCC(c1ccc(F)cc1)N1CCOCC1)c1ccc(OCc2ccccc2)cc1 (centres undefined)	0.6	.	1.3	-5

Entries shown so far that have two or more sulfur atoms (2):
SMILES	OXTR ag	PHOSPHO1 block	V1R ag counter	GalR3 antag
COC(=O)C1CCN(C(=O)COC(=O)CNS(=O)(=O)c2ccc(SC)c([N+](=O)[O-])c2)CC1	0.8	.	2.8	3
O=C(OCc1nc2ccsc2c(=O)[nH]1)c1ccc(Cl)s1	-0.7	.	-0.3	2

Next section:
SMILES	OXTR ag	PHOSPHO1 block	V1R ag counter	GalR3 antag
CCN(C[C@H]1N[C@@](C)(C(=O)OC)[C@H]2C(=O)N(Cc3ccccc3)C(=O)[C@@H]12)C(=O)c1ccc(C(C)(C)C)cc1	-2.4	.	0.8	-9
CN(Cc1ccccc1)C(=O)c1cccc(NC(=O)C2CCCN(C(=O)OC(C)(C)C)C2)c1 (centres undefined)	1.3	.	3.4	-5
COc1ccc(CNC(=O)CN(C)CC(=O)Nc2ccccc2Br)cc1	-0.4	.	0.1	2
Cc1ccc(S(=O)(=O)N2CCC(C(=O)NCC(C)(C)N3CCOCC3)CC2)c(C)c1	0.9	.	0.1	-2
C/C(=N\n1c(C)nc2ccccc2c1=O)c1ccc(N)cc1	-2.1	.	-0.8	-5
O=C(O)CCn1cc(-c2ccc(F)cc2)nc1-c1ccncc1	0.4	.	0.0	-8
COc1cccc(CNC(=O)c2cc3c(cc2Cl)N2CCCCCC2=NS3(=O)=O)c1	-0.6	.	-0.4	-4
CCN(CC)C(=O)c1cccc(NC(=O)c2cc(C3CC3)nc3c2cnn3C(C)C)c1	-1.6	.	-1.1	-6
CCCCN(C(=O)CSCC(=O)Nc1cccc(C)c1)c1c(N)n(Cc2ccccc2)c(=O)[nH]c1=O	-1.1	.	-0.3	-4
O=C(O)CSc1cccnc1Sc1ccc(Cl)cc1	-0.2	.	-0.3	-5
CCc1noc(C)c1C(=O)N1CCCSC1=Nc1ccccc1Cl	-2.0	.	-1.1	-5
COc1ccc(NS(=O)(=O)c2cc(NC(=O)CCNC(C)=O)ccc2N2CCCCC2)cc1	1.3	.	0.6	-6
Cc1ccc(S(=O)(=O)N2CCN(C(=O)COC(=O)COc3cccc4c3OC(C)(C)C4)CC2)cc1	-0.8	.	0.3	-4
Cc1ccc(Cn2c(C(C)Nc3nc(-c4ccc(Cl)cc4)cs3)nc3cc(C(=O)NCCCO)ccc32)cc1 (centres undefined)	-1.6	.	-0.2	-2
CCn1nc(C(=O)NCC2COc3ccccc3O2)c2ccccc2c1=O (centres undefined)	-2.9	.	-0.6	-4
Cc1ccc(CNC(=O)CSc2nccn(-c3ccc(C)c(F)c3)c2=O)cc1	-2.2	.	-1.2	-3
CC(C)(C)OC(=O)C[C@@H]1C/C=C\C[C@H](CC(=O)NCCO)C(=O)N2CCC[C@H]2COC1=O	1.8	.	0.3	-2
CCCNC(=O)C(Cc1ccc(C(F)(F)P(=O)(OCC)OCC)cc1)NC(=O)c1ccc(C#N)cc1 (centres undefined)	-0.8	.	0.1	-6
CCN(C(=O)COC(=O)CCCOc1ccccc1)c1c(N)n(Cc2ccccc2)c(=O)[nH]c1=O	-0.4	.	-0.3	-5
CC(=O)c1c(C)[nH]c(C(=O)COC(=O)CN2C(=O)C3CCCCC3C2=O)c1C (centres undefined)	3.0	.	3.6	-6
Cc1cccc(NC(=O)CSCC(=O)Nc2sccc2C#N)c1	2.2	.	-0.1	-1
COc1ccccc1NC(=O)C(C)OC(=O)COc1cccc2c1OC(C)(C)C2 (centres undefined)	-2.8	.	-2.1	-2
COc1ccc(-c2oc3ccc(-c4ccc5c(c4)OCO5)cc3c2C#CC2(O)CCCCC2)cc1	-1.2	.	3.2	-1
Cc1ccc(NC(=O)CN(C)C(=O)COC(=O)c2ccc(Cl)cc2O)cc1	1.9	.	3.8	-2
C[C@H](CO)N1C[C@H](C)[C@@H](CN(C)S(=O)(=O)c2cccs2)Oc2ccc(NC(=O)NC3CCCCC3)cc2C1=O	1.1	.	1.2	-4
CN(C)S(=O)(=O)c1ccc(Cl)c(C(=O)NNC(=O)Cc2nc3ccccc3n2C)c1	3.4	.	0.9	-5
O=C(NCc1ccco1)C1CCN(S(=O)(=O)c2ccccc2C(F)(F)F)CC1	0.4	.	-0.1	4
O=S(=O)(c1cccc(F)c1)N1CCN(c2ncnc3scc(-c4ccc(F)cc4)c23)CC1	-0.8	.	-1.1	0
COc1cccc(CNC(=O)COC(=O)c2cc(Br)c(Br)s2)c1	2.6	.	4.6	-6
O=C(Cc1ccc(S(=O)(=O)N2CCOCC2)s1)NCCOc1ccccc1F	-1.5	.	-1.4	3
COc1ccc(S(=O)(=O)N2CCN(c3cnccn3)CC2)cc1	0.9	.	0.7	2
CC1CCCCC12NC(=O)N(CC(=O)Nc1ccc3c(c1)OCCCO3)C2=O (centres undefined)	-0.8	.	0.7	-5
CNC(=O)c1cc2c(cn1)[nH]c1ccccc12	0.3	.	1.0	2
O=C(/C=C/c1ccco1)OCC(=O)N1CCCCC1	1.7	.	1.1	-6
O=C(COC(=O)c1cc(Cl)ccc1O)NCC1CCCO1 (centres undefined)	0.8	.	0.6	-4
O=C(COC(=O)c1cc([N+](=O)[O-])ccc1N1CCOCC1)Nc1ccccc1OC(F)F	6.1	.	4.7	-5
COc1ccc(C(=O)NCC(=O)NCc2ccncc2)cc1	0.3	.	0.4	-7
COc1ccccc1CNC(=O)CSc1ncc(C(=O)Nc2ccccc2)c(=O)n1C	0.2	.	-0.4	-5
O=S(=O)(NCc1ccc(F)cc1)c1cc(Br)ccc1Br	-1.4	.	0.6	1
CCC1CCCCN1C(=O)COC(=O)c1cc(=O)[nH]c2ccccc12 (centres undefined)	-0.3	.	-0.6	-6
O=C(CN1C(=O)NC2(CCCc3ccccc32)C1=O)NCCc1ccc(F)cc1 (centres undefined)	1.8	.	0.0	-4
Cc1ccc(-n2nc(C)c(NC(=O)COC(=O)c3ccccc3NCCO)c2C)cc1	-1.9	.	-1.2	0
CCC(C)CCN1CCN=C1Nc1ccccc1 (centres undefined)	0.8	.	0.7	-2
O=C(c1ccccc1OC(F)F)N1CCN(S(=O)(=O)c2ccc3c(c2)OCCCO3)CC1	3.9	.	3.0	-4
O=S(=O)(c1ccccc1C(F)(F)F)N1CCN(c2ncnc3sccc23)CC1	7.9	.	6.8	-7
CCCCn1c(N)c(N(CCOC)C(=O)C2CC(=O)N(c3cccc(SC)c3)C2)c(=O)[nH]c1=O (centres undefined)	0.1	.	-0.8	-3
C[C@H](CO)N1C[C@H](C)[C@@H](CN(C)S(=O)(=O)c2cccs2)Oc2c(NC(=O)Nc3ccccc3)cccc2C1=O	1.2	.	1.2	0
COC(=O)C1=C(COc2ccccc2)NC(=O)NC1c1ccc(Cl)cc1 (centres undefined)	-0.2	.	0.7	-1
CCCN(CC(=O)Nc1ccccc1C)C(=O)C1CC(=O)N(c2cccc(C)c2C)C1 (centres undefined)	-0.2	.	-0.5	-4
CN(C)c1ccc(S(=O)(=O)N2CCCCC2)cc1NC(=O)C1CSC2(C)CCC(=O)N12 (centres undefined)	-1.0	.	-0.1	-8
COc1cccc(N2CCN(C(=O)c3cc4c(s3)CCCCC4)CC2)c1	-0.6	.	0.1	-1
O=C(C[C@H]1C/C=C\C[C@@H](Cc2ccc(F)cc2)C(=O)O[C@@H](c2ccccc2)CNC1=O)NCCO	0.2	.	0.1	-8
COc1ccc(Br)cc1S(=O)(=O)NCCc1cccs1	0.1	.	0.9	-2
Cc1cc(Br)ccc1NC(=O)CN(C)C(=O)CSCc1ccccc1	0.3	.	-0.5	-3
CCOC(=O)N1CCN(C(=O)COC(=O)c2ccccc2NCCO)CC1	0.3	.	2.4	5

In another format: results already given
Results follow in this order: OXTR ag, PHOSPHO1 block, V1R ag counter, GalR3 antag
- O=S(=O)(c1ccccc1C(F)(F)F)N1CCN(c2ncnc3sccc23)CC1
    7.9, ., 6.8, -7
- CCCCn1c(N)c(N(CCOC)C(=O)C2CC(=O)N(c3cccc(SC)c3)C2)c(=O)[nH]c1=O (centres undefined)
    0.1, ., -0.8, -3
- C[C@H](CO)N1C[C@H](C)[C@@H](CN(C)S(=O)(=O)c2cccs2)Oc2c(NC(=O)Nc3ccccc3)cccc2C1=O
    1.2, ., 1.2, 0
- COC(=O)C1=C(COc2ccccc2)NC(=O)NC1c1ccc(Cl)cc1 (centres undefined)
    -0.2, ., 0.7, -1
- CCCN(CC(=O)Nc1ccccc1C)C(=O)C1CC(=O)N(c2cccc(C)c2C)C1 (centres undefined)
    -0.2, ., -0.5, -4

Bioassay records (PubChem BioAssay)
